Bioassay records: PubChem BioAssay, National Center for Advancing Translational Sciences (NCATS)
L3MBTL1 inh = qHTS Assay for the Inhibitors of L3MBTL1. Lethal(3)malignant brain tumor-like protein 1 (Homo sapiens), Q9Y468. AlphaScreen L3MBTL1–H3K9me1 peptide binding. Potency, µM (titrated, usually from 57.1 µM), inactives show at the highest dose activity, negative = inhibition, hits mostly inhibitors. AID 485360, 2010. 230,000 tested, 0.66% active; active = well fitted inhibition curve with a large enough effect; inconclusive = small, poorly fitted or top-dose-only effect; inactive = no such curve, though single readings can be large or run the other way; note: nearly all actives have a fitted effect of over 60% in size
Target sequence (Q9Y468 whole entry, looked up): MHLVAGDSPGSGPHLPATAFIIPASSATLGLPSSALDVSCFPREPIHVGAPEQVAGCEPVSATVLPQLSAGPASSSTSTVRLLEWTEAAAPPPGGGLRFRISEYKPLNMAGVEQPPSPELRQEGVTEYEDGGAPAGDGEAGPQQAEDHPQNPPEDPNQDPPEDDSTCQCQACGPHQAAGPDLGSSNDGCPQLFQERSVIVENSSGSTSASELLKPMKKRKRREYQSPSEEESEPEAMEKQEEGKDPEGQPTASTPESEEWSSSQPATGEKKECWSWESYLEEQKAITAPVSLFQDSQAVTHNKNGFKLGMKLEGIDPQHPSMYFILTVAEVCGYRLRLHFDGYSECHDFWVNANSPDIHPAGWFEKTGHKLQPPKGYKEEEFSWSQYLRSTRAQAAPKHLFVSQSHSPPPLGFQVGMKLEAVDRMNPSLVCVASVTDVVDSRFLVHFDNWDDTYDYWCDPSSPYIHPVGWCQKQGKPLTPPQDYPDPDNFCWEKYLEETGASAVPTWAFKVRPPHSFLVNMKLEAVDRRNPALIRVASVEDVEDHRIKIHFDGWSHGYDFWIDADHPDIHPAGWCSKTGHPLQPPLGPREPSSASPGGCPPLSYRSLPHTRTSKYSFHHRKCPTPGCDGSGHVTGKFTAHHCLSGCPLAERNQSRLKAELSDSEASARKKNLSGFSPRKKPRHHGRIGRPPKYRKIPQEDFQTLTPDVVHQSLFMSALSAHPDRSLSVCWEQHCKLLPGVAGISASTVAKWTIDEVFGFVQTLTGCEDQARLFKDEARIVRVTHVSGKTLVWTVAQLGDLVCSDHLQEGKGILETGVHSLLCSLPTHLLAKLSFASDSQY
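First, the protein-peptide complex forms for 30 min at room temperature (L3MBTL1 50 nM, biotinylated H3K9me1 peptide 75 nM). Next, compounds are pin-transferred and incubated 30 min. Finally, AlphaScreen beads are added and read after 30 min.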
Starred values were filed as active, the others as inactive; ? = inconclusive; [ ] = another dose, or the depositor's remark. % is set by controls: 0 for no effect and ±100 for the full control effect; potency is the fitted concentration of half-maximal effect. Some of the compounds tested. The share of hits here may be higher or lower than overall.

SMILES	L3MBTL1 inh
COc1cc2oc(=O)ccc2cc1-c1c(OC)ccc2ccc(=O)oc12	-2.6%
Cc1ccc(C(=O)c2coc3ccc(O)c(CN(C)C)c23)cc1	-1.1%
CCN(CC(=O)NCc1cccs1)C(=O)/C=C/c1cccc(OC)c1OC	1.6%
COc1ccc(-c2cccc(NS(=O)(=O)c3cc([N+](=O)[O-])ccc3C)c2)nn1	3.7%
COc1ccc(CCNC(=O)CC(=O)N/N=C/c2ccc(C(=O)O)cc2)cc1OC	1.4%
CCOc1ccc(NS(=O)(=O)c2cc(C(=O)N3CCCC3)ccc2Cl)cc1	11.7%
CC(C)[C@H](NS(=O)(=O)c1ccccc1)C(=O)Nc1nccs1	12.7%
COc1ccc(C)cc1S(=O)(=O)Nc1ccc(-n2c(C)nc3ccccc3c2=O)cc1	-3.3%
O=C(COC(=O)CNC(=O)c1ccc([N+](=O)[O-])o1)Nc1ncc(Cl)cc1Cl	-95.6%
O=C(O)c1ccc(S(=O)(=O)Nc2ccc3c(c2)OCCO3)cc1	-1.0%
Cc1[nH]c2ccccc2c1C(=O)C(C)OC(=O)c1ccc(NC(=O)CC#N)cc1 (centres undefined)	-7.6%
O=C(O)C1C2CCC(CC2)C1C(=O)N1CCN(Cc2ccc(F)cc2)CC1 (centres undefined)	2.4%
O=C(CNC(=O)c1ccc2c(c1)S(=O)(=O)N=C1CCCCCN12)Nc1ccc(F)c(F)c1	3.2%
C[C@H](CO)N1C[C@H](C)[C@@H](CN(C)C(=O)Nc2ccc(C(F)(F)F)cc2)Oc2c(NC(=O)CCC(F)(F)F)cccc2C1=O	-1.0%
CCOC(=O)c1ccc2c(c1)C1C=CCC1C(C(=O)OCC)N2 (centres undefined)	?
Cc1cccc(OCCCC(=O)NC2CCCCC2)c1	6.6%
Cc1cc(Br)ccc1NC(=O)CNC(=O)Cc1ccc(S(=O)(=O)N2CCOCC2)s1	-7.7%
C=CCn1c(SCC(=O)c2c(N)n(C)c(=O)n(C)c2=O)nnc1-c1ccoc1C	-4.3%
Cc1ccccc1NC(=O)c1ccc(OCc2c(C)noc2C)cc1	2.4%
Cc1cc[n+](CC(=O)c2cccc([N+](=O)[O-])c2)c2ccccc12	-3.9%
Cc1cccc(C(=O)NCC(=O)OC(C)C(=O)Nc2ccc(Cl)cn2)c1 (centres undefined)	20.5%
COC(=O)c1c(C)[nH]c(C(=O)C(C)OC(=O)c2cc(C)oc2C)c1C (centres undefined)	-7.7%
CCN(CC)C(=O)Cn1c(=O)n(Cc2ccc(F)cc2)c(=O)c2sccc21	3.9%
COc1ccc(O)c(CN2CCN(CCCc3ccccc3)C(CCO)C2)c1 (centres undefined)	-13.8%

Random excerpt: 6 records from the list, in no set order.
SMILES	L3MBTL1 inh
COc1ccc(O)c(CN2CCN(CCCc3ccccc3)C(CCO)C2)c1 (centres undefined)	-13.8%
Cc1cc[n+](CC(=O)c2cccc([N+](=O)[O-])c2)c2ccccc12	-3.9%
O=C(CNC(=O)c1ccc2c(c1)S(=O)(=O)N=C1CCCCCN12)Nc1ccc(F)c(F)c1	3.2%
Cc1ccccc1NC(=O)c1ccc(OCc2c(C)noc2C)cc1	2.4%
C[C@H](CO)N1C[C@H](C)[C@@H](CN(C)C(=O)Nc2ccc(C(F)(F)F)cc2)Oc2c(NC(=O)CCC(F)(F)F)cccc2C1=O	-1.0%
Cc1cccc(OCCCC(=O)NC2CCCCC2)c1	6.6%

Next entries.
SMILES	L3MBTL1 inh
CN1CCN(C(=O)c2ccc3c(c2)N(Cc2ccccc2)CCS3)CC1	-4.9%
Cc1ccc(C(=O)NC2CCN(CC(=O)Nc3c(C)cc(C)cc3C)CC2)cc1	3.6%[2.29 µM]
COc1ccc(-c2sc3ccccc3c2C#CC2(O)CCCCC2)cc1	58.6%[activator]
CC(C)C[C@@]12C(=O)N(c3ccc(Br)cc3)C(=O)N1[C@H](c1ccc(Br)cc1)[C@@H]1C(=O)N(C(C)(C)C)C(=O)[C@@H]12	-4.8%
Cc1ccc(C(=O)OCC(=O)NNC(=O)c2ccc([N+](=O)[O-])cc2)o1	?
C=CCN1CCS(=O)(=O)N(Cc2ccccc2)[C@@H](C(C)C)C1=O	-2.0%
CCCCn1c(SCC(=O)NNC(=O)c2ccccc2)n[nH]c1=O	0.3%
Cc1cc(C(=O)COc2ccccc2Cl)c(C)n1C1CC1	-9.0%
O=C(O)C1C2CCC(O2)C1C(=O)Nc1ccccc1Br (centres undefined)	7.2%
CC(C)c1cccc(-c2ccc3c(c2)S(=O)(=O)c2cccc(C(=O)NCc4ccccc4Cl)c2C3=O)c1	8.6%
CC1CCC(NC(=O)c2cc(S(=O)(=O)N(C)C)ccc2N2CCCC2)CC1 (centres undefined)	3.7%
Cc1sc2ncnc(N3CCC(C(=O)Nc4nc(-c5ccc(F)cc5)cs4)CC3)c2c1C	-1.6%

In the list so far, 3 have an NH in an aromatic ring.
SMILES	L3MBTL1 inh
Cc1[nH]c2ccccc2c1C(=O)C(C)OC(=O)c1ccc(NC(=O)CC#N)cc1 (centres undefined)	-7.6%
COC(=O)c1c(C)[nH]c(C(=O)C(C)OC(=O)c2cc(C)oc2C)c1C (centres undefined)	-7.7%
CCCCn1c(SCC(=O)NNC(=O)c2ccccc2)n[nH]c1=O	0.3%

Other compounds:
SMILES	L3MBTL1 inh
O=C(CN1C(=O)NC(Cc2c[nH]c3ccccc23)C1=O)Nc1ccc(F)c(F)c1F (centres undefined)	1.7%
Cc1[nH]n(-c2ccccc2)c(=O)c1N=Nc1ccccc1C(=O)O	-8.8%
CN(C)C(=O)CCc1ccc2c3c([nH]c2c1)[C@]1(CCC2CCCC2)[C@@H](C(=O)N2CCOCC2)C[C@H](CC(=O)NCc2ccco2)C(=O)N1CC3	1.9%
NC(=O)COc1cc2oc(=O)c3c(c2cc1Cl)CCCC3	3.2%
Cc1cccc(C(=O)NNS(=O)(=O)c2ccc(F)cc2)c1	6.4%
COc1ccc(-c2sc(Nc3ccccc3)n[n+]2C)c(C)c1C	-2.3%
CC1CCCN(S(=O)(=O)c2ccc(NC(=O)C3CCN(C(=O)C(C)(C)C)CC3)cc2)C1 (centres undefined)	7.4%
CS(=O)(=O)c1ccc(C(=O)CN2C(=O)NC3(CCCc4ccccc43)C2=O)cc1 (centres undefined)	-0.4%
CCCCCc1ccc(-c2cn(CN3C(=O)c4ccccc4C3=O)nn2)cc1	0.9%
CN(C)C(=O)CCc1ccc2c3c([nH]c2c1)[C@]1(CCC2CCCC2)[C@@H](C(=O)N2CCOCC2)C[C@H](CC(=O)NC(C)(C)C)C(=O)N1CC3	0.9%
CCN(CC)CCCC(C)NC(=O)c1c(NC(=O)c2ccccc2)sc2c1CCCC2 (centres undefined)	-1.0%
Cc1ccc(S(=O)(=O)N2CCC(C(=O)OCC(=O)N3CCCC(C)C3)CC2)cc1C (centres undefined)	-7.5%
COc1cccc(NC(=O)C2CCN(S(=O)(=O)c3ccc4c(c3)C(C)(C)C(=O)N4C)CC2)c1	-8.5%
COc1ccccc1CNC(=O)CN1C(=O)NC(Cc2ccccc2)(c2ccccc2)C1=O (centres undefined)	2.9%
COc1ccc(Cc2nnc(CCc3ccccc3)s2)cc1	25.3%
CCn1cc(CN2CCN(CCC(C)C)C(CCO)C2)c2ccccc21 (centres undefined)	-5.0%
Cc1ccccc1Cn1c(C)nc2ccccc21	-3.6%
O=C(/C=C/c1ccccc1[N+](=O)[O-])OCC(=O)N1CCCC1	-1.9%
COCCN(C(=O)COC(=O)c1nc(Cl)ccc1Cl)c1c(N)n(Cc2ccccc2)c(=O)[nH]c1=O	20.6%
Cc1sc2ncnc(SCC(=O)Nc3cccc(S(N)(=O)=O)c3)c2c1C	-4.4%
O=C(c1n[nH]c2ccccc12)N1CCN(S(=O)(=O)c2ccc(Cl)cc2)CC1	0.1%
CNC[C@H]1Oc2ccc(NC(=O)Nc3ccc(OC)cc3)cc2C(=O)N([C@@H](C)CO)C[C@H]1C	-9.7%
CCOC(=O)c1sc(N)c(C#N)c1COC(=O)C1=COCCO1	30.8%[activator]
O=C(CN1C(=O)NC(c2ccccc2)(c2ccccc2)C1=O)NC1CCCCC1	-0.2%
O=C(O)CCC(=O)Nc1ccc(-c2csc(Nc3cccc4ccccc34)n2)cc1	-6.5%
CCN(CC(=O)NCc1cccs1)C(=O)c1cccc(S(=O)(=O)NC)c1	2.7%
CC1CN(C(=S)Nc2cccc(F)c2)CC(C)O1 (centres undefined)	4.0%
Cc1cc(=O)c2cc(NC(=O)c3ccccc3Cl)ccc2[nH]1	3.0%
Cc1ccccc1C1C(=O)c2ccccc2C1=O	4.0%
COc1ccccc1C(CNC(=O)C(C)Oc1ccc(Br)cc1)N1CCCC1 (centres undefined)	0.9%
Cc1cccc(NC(=O)CSc2nc3ccccc3nc2N2CCCC2)c1C	42.5%[activator]
CCCCNC(=O)O[C@H]1C[C@@H]2CCN3C(=O)CCC(C)(C)[C@H](C1)[C@H]23	6.0%
COc1ccc(N/C(N)=N/c2nc(C)cc(=O)[nH]2)cc1	-2.0%
CCCCN(C(=O)c1cc(-c2ccc(F)cc2)nc2ccccc12)c1c(N)n(CCCC)c(=O)[nH]c1=O	-5.9%
Cc1ccc(CN2C(=O)C(=O)c3cc(C)ccc32)cc1	-18.3%
CCOC(=O)C1=CC[C@@H](c2cc3cc(OC)ccc3n2C)N(S(=O)(=O)c2ccc(C)cc2)[C@H]1C(=O)OCC	-4.7%
COc1cc2ccccc2cc1C(=O)Nc1nc(C)c(C(C)=O)s1	7.7%
CC(C)c1ccc(CNc2ncccn2)cc1	7.1%
CN(C(=O)c1ccccc1C(=O)OCC(=O)Nc1ccc(S(N)(=O)=O)cc1)c1ccccc1	-7.5%
C=CCC(O)(CC=C)CNC(=O)C1CCC(=O)N(CCCc2ccccc2)C1 (centres undefined)	-1.7%
COc1ccc(NS(=O)(=O)c2ccc3c(c2)CCC(=O)N3)cc1O	29.1%
CCCCC/C=C/C1=CC(=O)C[C@H](c2ccc(Cl)cc2)C1	37.5%[activator]
CCCn1nnnc1NCc1ccccc1F	-5.5%
O=[N+]([O-])c1cc(S(=O)(=O)NCCc2ccccn2)ccc1Cl	-1.5%
Cc1cccc(C(=O)NCc2ccco2)c1	-5.5%[2.29 µM]
CCCCn1c(N)c(N(CCOC)C(=O)c2ccc(-c3ccc(C(C)=O)cc3)o2)c(=O)[nH]c1=O	0.5%
Cc1ccc(S(=O)(=O)N2CCOCC2)cc1NC(=O)CNc1ccccc1N1CCCC1=O	12.8%
NC(=O)c1ccc(NC(=O)CSc2nnc(C3CC3)n2C2CC2)cc1	-6.6%
O=c1cc(-c2ccccc2)oc2ccc(Br)cc12	6.0%
Cc1cccc(NC(=O)Cc2nc(-c3c[nH]c(C(=O)N4CCCC4)c3)cs2)c1	-13.4%
Cc1noc(C)c1NC(=O)Nc1ccc2c(c1)C(=O)N([C@H](C)CO)C[C@H](C)[C@@H](CN(C)S(=O)(=O)c1c(C)noc1C)O2	31.8%[activator]
C=CCN1C(=O)C(C)(C)N(C(=O)c2cccc([N+](=O)[O-])c2)c2ccccc21	-5.5%
COC(=O)c1ccc(COC(=O)C2CC(O)CN2S(=O)(=O)c2ccc([N+](=O)[O-])cc2)cc1 (centres undefined)	-1.6%
CSCCC(NC(=O)c1ccccc1)C(=O)N1CCCCCCC1 (centres undefined)	1.2%
COc1ccc(N2CC(C(=O)NCCN3C(=O)S/C(=C\c4cccnc4)C3=O)CC2=O)c(OC)c1 (centres undefined)	?
CC(=O)Nc1ccc(S(=O)(=O)N2CCN(S(=O)(=O)c3ccccc3)CC2)cc1	7.3%
CN(CC(=O)NNC(=O)CNC(=O)c1ccccc1F)S(=O)(=O)c1ccc(Cl)cc1	2.7%
COc1ccc(NC(=O)Nc2ccc3c(c2)C(=O)N([C@H](C)CO)C[C@H](C)[C@@H](CN(C)S(C)(=O)=O)O3)cc1	5.2%
CCN(c1ccccc1)S(=O)(=O)c1ccc(C(=O)Nc2ccc(C)cn2)cc1	3.1%
CC1=C/C(=C(\c2ccc(O)c(C)c2)c2ccccc2S(=O)(=O)O)C=CC1=O	-2.4%
The listing continues:
SMILES	L3MBTL1 inh
COc1ccc(-c2ccc3c(c2)S(=O)(=O)c2cccc(C(=O)NCCOc4ccccc4Cl)c2C3=O)cc1OC	2.1%
COc1ccc(CCNC(=O)COC(=O)c2ccc(S(=O)(=O)N3CCCC3)cc2)cc1OC	-6.2%
O=C(C[C@@H]1C/C=C/CC[C@H](Cc2ccc(F)cc2)C(=O)OCCNC1=O)N[C@H](CO)Cc1ccccc1	-1.8%
Cc1cnc(C(=O)OCC(=O)Nc2sc3c(c2C(N)=O)CCCC3)cn1	5.9%
COc1cccc(NC(=O)c2ccccc2Br)c1	1.2%[2.29 µM]
COc1ccccc1NC(=O)C/C(N)=N/OCC(=O)Nc1cccc(Cl)c1	-2.3%
Cc1onc(-c2ccccc2)c1C(=O)OCC(=O)NC(C)c1ccc(Cl)cc1 (centres undefined)	8.3%
CC(C(=O)NC1CCCC1)N1CCN(S(=O)(=O)c2ccccc2Cl)CC1 (centres undefined)	6.7%
Cc1cccc(C(C)C)c1NC(=O)Cc1ccc(S(=O)(=O)N2CCOCC2)s1	1.6%
O=C(CNC(=O)c1cccs1)NCCc1ccco1	-14.5%
COc1cccc(N=Nc2ccc3ccccc3c2O)c1	-68.9%
CCOc1ccc(N(CC(=O)NC(C)C)C(=O)CCC(=O)Nc2ccccn2)cc1	8.1%
CCOc1ccccc1N1CCN(C(=O)c2ccc(Cl)c(S(=O)(=O)N3CCCCC3)c2)CC1	-14.0%
COC(=O)[C@]1(C)N[C@H](CN(C)S(=O)(=O)c2ccc(OC(F)(F)F)cc2)[C@@H]2C(=O)N(Cc3ccccc3)C(=O)[C@@H]21	4.9%
Cc1cc(NC(=O)COc2coc(CN3CCN(c4ccccc4F)CC3)cc2=O)no1	13.8%
O=C(CCNS(=O)(=O)c1ccc(Cl)cc1)OCC(=O)N1CCN(C(=O)c2ccco2)CC1	3.4%
